Assay outcomes: PubChem, several laboratories
CRFR2-BP ag – CRF-BP/CRF-R2 complex agonism. activation, % at 13.2 µM. HEK293 CRF-R2/CRF-BP, calcium dye fluorescence (FLIPR); percent of saturating CRF peptide response. 350,000 compounds, 0.46% hits;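 active means activation of at least 50%, plus an integration ratio under a set limit after plate pattern correction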;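 further: plate controls were neutral control wells without compound for no effect and CRF at EC100 for full effect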
CHRM5 agonist – CHRM5 agonism in calcium assay; P08912; CHO-K1 hM5 cells, Fluo-8 calcium fluorescence; 0% DMSO wells, 100% maximal acetylcholine response; activation, % at 3 µM; 360,000 compounds, 0.19% hits; AID 624037;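 active means activation above the run's mean over test compounds plus 3 SD, cut at about 23% in these data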;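 further: signal is peak over basal fluorescence ratio across the kinetic read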
Target sequence (P08912 whole entry, looked up): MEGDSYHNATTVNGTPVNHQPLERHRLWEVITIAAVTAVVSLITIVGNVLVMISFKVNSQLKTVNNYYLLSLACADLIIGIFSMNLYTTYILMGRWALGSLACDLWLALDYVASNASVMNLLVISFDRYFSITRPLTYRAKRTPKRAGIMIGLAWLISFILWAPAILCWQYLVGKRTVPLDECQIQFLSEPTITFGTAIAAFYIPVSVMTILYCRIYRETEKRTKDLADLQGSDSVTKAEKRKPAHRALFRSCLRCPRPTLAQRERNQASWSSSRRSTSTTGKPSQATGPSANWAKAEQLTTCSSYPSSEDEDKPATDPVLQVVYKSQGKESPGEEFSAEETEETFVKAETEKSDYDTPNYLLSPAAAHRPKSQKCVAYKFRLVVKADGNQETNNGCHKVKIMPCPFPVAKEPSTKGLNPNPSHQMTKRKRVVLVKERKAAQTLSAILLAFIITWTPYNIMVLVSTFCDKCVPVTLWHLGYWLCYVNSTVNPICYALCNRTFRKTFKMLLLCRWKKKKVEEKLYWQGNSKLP
CHRM4 PAM – potentiates acetylcholine response at human M4 receptor; CHO-K1 hM4/Gqi5, Fluo-8 calcium fluorescence, ACh EC20; 0% = ACh EC20, 100% = maximal ACh; activation, % at 3 µM; 360,000 compounds, 0.4% hits; AID 624126;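 active means activation above its plate's cutoff, the mean activation of sample wells plus 3 SD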; further: some results filed as inactive read as strong as hits
M1 antag – human CHRM1 antagonism; P11229; CHO-K1 hM1, Fluo-8 calcium fluorescence, ACh EC80 antagonist; inhibition, % at 3 µM; 360,000 compounds, 1.3% hits;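 active means percent inhibition above its own plate's cutoff, namely the mean of that plate's compound wells plus 3 SD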;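 further: peak over basal fluorescence ratio during 140 s after agonist addition; 0% = ACh EC80 plus DMSO and 100% = DMSO alone without agonist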
Target sequence (P11229 whole entry, looked up): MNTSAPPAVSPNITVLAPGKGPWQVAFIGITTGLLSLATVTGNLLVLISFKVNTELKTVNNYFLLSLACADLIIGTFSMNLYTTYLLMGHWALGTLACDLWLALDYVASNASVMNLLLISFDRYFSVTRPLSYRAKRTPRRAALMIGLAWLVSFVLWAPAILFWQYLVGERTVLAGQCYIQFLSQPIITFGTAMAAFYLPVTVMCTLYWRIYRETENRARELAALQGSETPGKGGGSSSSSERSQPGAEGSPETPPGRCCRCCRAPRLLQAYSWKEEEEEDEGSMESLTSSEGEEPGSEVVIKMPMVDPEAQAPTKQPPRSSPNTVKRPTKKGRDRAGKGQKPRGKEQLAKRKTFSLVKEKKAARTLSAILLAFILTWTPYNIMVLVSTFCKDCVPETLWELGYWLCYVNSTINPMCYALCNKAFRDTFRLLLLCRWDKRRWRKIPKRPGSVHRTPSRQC
M4 ag – agonists of human muscarinic M4 receptor (CHRM4). CHO-K1 hM4/Gqi5, Fluo-8 calcium fluorescence; vehicle 0%, full acetylcholine response 100%. activation, % at 3 µM. 360,000 compounds, 0.14% hits. AID 624127;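 active means activation above the run mean over all test wells plus 3 SD, cut at about 32% in these data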;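 further: peak over basal fluorescence ratio per well then scaled between controls; 0% = DMSO wells and 100% = acetylcholine at EC100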
CHRM4 antagonist – antagonists of human muscarinic M4 receptor (CHRM4); CHO-hM4 cells, ACh EC80, Fluo-8 calcium fluorescence; inhibition, % at 3 µM; 360,000 compounds, 0.73% hits; AID 624125;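 active means inhibition above its plate's cutoff, the mean inhibition of sample wells plus 3 SD, cut at about 27% in these data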;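 further: 0% = acetylcholine EC80 with DMSO and 100% = DMSO without agonist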
M5 antag – blocks acetylcholine activation of human M5 receptor. CHO-hM5 cells, Fluo-8 calcium fluorescence, ACh EC80. inhibition, % at 3 µM. 360,000 compounds, 0.59% hits;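 active means inhibition above a per-plate cutoff, the mean of that plate's test compounds plus 3 SD, cut at about 27% in these data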;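 further: 0% = acetylcholine EC80 with DMSO and 100% = DMSO without agonist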
M5 PAM – CHRM5 positive allosteric modulation; activation, % at 3 µM; P08912; CHO-K1 hM5, Fluo-8 calcium, ACh EC20 PAM; 0% = ACh EC20, 100% = ACh EC100; AID 624038; 360,000 compounds, 0.3% hits;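 active means activation above the run cutoff, the mean activation of all test compounds plus 3 SD, cut at about 18% in these data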
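Assay system: CHO-K1 hM5 cells / Incubation: Fluo-8 loading 80 min at 37 °C plus 30 min room temperature / Technique: Fluo-8 calcium dye fluorescence, kinetic read / Repeats: single replicate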
M1 PAM – human CHRM1 positive allosteric modulation | 360,000 compounds, 0.088% hits | CHO-K1 hM1, Fluo-8 calcium fluorescence, ACh EC20; 0% = ACh EC20, 100% = maximal ACh | AID 588819 | activation, % at 3 µM; in the data active means activation above about 19%, passing the limit was not always enough
An asterisk follows results filed as active; x = no result given; & = joins results of further samples.

Molecule,CRFR2-BP ag,CHRM5 agonist,CHRM4 PAM,M1 antag,M4 ag,CHRM4 antagonist,M5 antag,M5 PAM,M1 PAM
CCOC(=O)C1=C(N)Oc2ccc3ccccc3c2C1c1cccc(O)c1 (stereo not drawn),1.2,-2,1,-20,0,4,2,-3,10
COc1ccccc1C(=O)NC(=O)COc1cc(Cl)ccc1Cl,-0.5,-1,15,-11,0,-13,4,-3,11
COc1ccc(NC(=S)N(CCc2c(C)[nH]c3ccc(C)cc23)Cc2ccco2)cc1,2.8,1,-5,-13,0,-4,-6,1,9
COc1ccccc1N1CCN(C(=O)COc2cc(C)cc3oc(=O)cc(C)c23)CC1,-1.7,-3,-2,0,3,-8,-4,0,8
c1ccc(-c2nnnn2-c2ccccn2)cc1,-0.7,1,-4,-7,0,8,15,-5,6
O=C(c1cccc(F)c1)N1CCN(c2ccc([N+](=O)[O-])c(N3CCCCC3)c2)CC1,0.3,-5,8,-9,3,-9,-4,-5,4
O=C(Nc1ccc(S(=O)(=O)N2C[C@@H]3C[C@@H](C2)c2cccc(=O)n2C3)cc1)c1ccc(F)cc1,-3.5,-2,-1,-8,1,-9,5,1,10
COc1cccc(C(C(=O)NC2CCCC2)N(C(=O)c2ccco2)C2CC2)c1OC (stereo not drawn),-1.2,-3,1,-6,1,8,0,-3,7
CCCCNc1c(-c2ccc(SC(C)CC)cc2)nc2ccccn12 (stereo not drawn),-1.3,-1&1,-12&-13,28,11&9,45*,25&14,-29&-18,-13
CCC(=O)NCCc1cc2ccc(C)cc2[nH]c1=O,4.1,0,12,-17,2,-13,-1,-1,16
Cc1cccc(-n2c(C)c(C)c3c(N)ncnc32)c1,-1.1,2,-1,-12,1,2,-5,3,5
c1cncc(-c2nnc3n2N=C(c2cccs2)CS3)c1,-1.7,-6,-6,1,3,-4,1,-1,9
Cc1[nH]nc(-c2ccc(OCc3cnn(-c4ccccc4)c3)cc2O)c1Oc1ccc(F)cc1,0.9,-3,22,-9,0,-4,-10,10,6
COc1ccc(Cl)cc1NC(=O)Cn1c(=O)n2nc(C)nc2c2ccccc21,0.0,2,6,-5,4,-7,-2,1,2
CC(C)[C@H](NC(N)=O)C(=O)Nc1cccc(S(=O)(=O)NC2=NCCCCC2)c1,-0.3,3,5,-2,0,-1,6,0,2
Cc1cc(Nc2ccccc2)nc(N2CCN(C(=O)c3ccc4c(c3)OCO4)CC2)n1,1.9,-1,13,-17,1,0,5,2,14

Single records (already shown). Screens in order: CRFR2-BP ag	CHRM5 agonist	CHRM4 PAM	M1 antag	M4 ag	CHRM4 antagonist	M5 antag	M5 PAM	M1 PAM
Results for Cc1[nH]nc(-c2ccc(OCc3cnn(-c4ccccc4)c3)cc2O)c1Oc1ccc(F)cc1 = 0.9	-3	22	-9	0	-4	-10	10	6
Results for c1cncc(-c2nnc3n2N=C(c2cccs2)CS3)c1 = -1.7	-6	-6	1	3	-4	1	-1	9
Results for CCCCNc1c(-c2ccc(SC(C)CC)cc2)nc2ccccn12 (stereo not drawn) = -1.3	-1&1	-12&-13	28	11&9	45*	25&14	-29&-18	-13

(list continues)
Molecule,CRFR2-BP ag,CHRM5 agonist,CHRM4 PAM,M1 antag,M4 ag,CHRM4 antagonist,M5 antag,M5 PAM,M1 PAM
NS(=O)(=O)c1cccc(NC(=O)Cc2ccc(Cl)c(Cl)c2)c1,1.8,-4,8,-2,2,-5,-9,9,8
CCCCN(C)C(=O)c1nc2ccccn2c1CN1CCN(c2cnccn2)CC1,-0.8,-4,3,9,1,-4,7,-10,-4
CC1(C)N=C(/C=N/O)C=[N+]1[O-],-1.3,0,-2,3,0,-4,0,0,2
COc1ccc(-n2nc(N)c(C(N)=O)n2)cc1,1.3,0,4,6,0,4,-3,7,-6
Cc1cccc(NC(=S)Nc2ccccn2)c1C,-2.2,-2,10,0,2,-11,-5,4,-2
Cc1cc(NC(=O)Cn2nc(-c3cccs3)ccc2=O)cc(C)c1Br,-0.8,-1,-1,-3,1,-3,14,-3,2
CCN(CC)S(=O)(=O)c1cccc(C(=O)NC(C(=O)Nc2nnc(C)s2)C(C)C)c1 (stereo not drawn),-2.3,-4,2,12,0,2,-11,-3,-5
CC1CC(C)CN(C(=O)CNC(=O)Cn2ccc3ccccc3c2=O)C1 (stereo not drawn),-1.6,2,15,-18,1,-3,2,1,8
Cc1ccc(Cl)cc1N(Cc1ccc(C(=O)NCc2cccnc2)cc1)S(=O)(=O)c1ccccc1,-4.5,-3,-10,2,0,15,8,-5,-18
CCC12CN(C(=O)c3ccc(C)cc3)CC(CC)(CN(C(=O)c3ccc(C)cc3)C1)C2=O,-0.6,1,-11,-2,3,17,9,-11,-3
Cn1c(=O)c2sccc2n2c(CCCC(=O)Nc3ccccc3)nnc12,-0.3,-5,9,-3,1,-11,5,-1,6
CCOC(=O)N1CCC(N2CCN(S(=O)(=O)c3ccc(C)cc3)CC2)CC1,0.7,3,-9,-7,1,3,3,-4,-2
CC1(c2nnc(-c3cccc(Cl)c3)o2)CC(c2ccc(F)cc2)=NO1 (stereo not drawn),2.9,2,4,9,2,-4,2,3,-1
Cc1ccc(C(=O)N[C@H](C(=O)N2CCN(c3ccccc3F)CC2)C(C)C)cc1,-2.5,-4,-6,0,-1,-2,9,-1,-2
CCOC(=O)N1CCN(S(=O)(=O)c2ccc(F)c(C(=O)Nc3ccc(C(C)C)cc3)c2)CC1,6.3,-1,-6,-10,-1,-10,-5,1,11
CCOc1ccc(CN2CCNC(=O)C2CC(=O)NCc2cc(C)n(C)n2)cc1 (stereo not drawn),1.7,-2,1,-3,1,-2,-24,12,19
O=C(CN1CCSC1=O)N1CCN(S(=O)(=O)c2ccc(Cl)cc2)CC1,-0.9,1,-4,3,1,5,13,-5,-1
CC(=O)c1cccc(-c2cnc3c(NC=O)cc(-c4ccccc4F)cn23)c1,x,-2,2,3,2,2,6,-5,-10
Cc1nc(S/C(=C/c2ccc(OCc3ccc(C(=O)O)cc3)cc2)C(=O)O)n[nH]1,-0.7,-1,-5,-10,-1,1,12,-3,9
COc1ccc(CN2CCNC(=O)C2CC(=O)NCCc2c[nH]c3ccccc23)c(OC)c1 (stereo not drawn),0.0,-1,9,-3,0,5,10,-7,5
CCOC(=O)c1c(NC(=O)Cn2nnc(-c3ccccc3Cl)n2)sc(C)c1C,3.9,0,5,4,0,-7,-1,4,0
COc1cc(NC2=CC(=O)CC(C)(C)C2)cc(OC)c1,-1.1,1,-4,8,0,5,-9,4,0
Cn1c(=O)cc(NCCc2ccccc2)[nH]c1=O,-0.1,-1,10,-4,0,7,2,1,4
COc1cc(C(O)c2nc(-c3cnn(C)c3)cs2)ccc1F (stereo not drawn),x,2,-4,-7,2,1,4,-4,6
Cc1cccn2c(=O)c(C=O)c(Cl)nc12,1.7,1,13,6,0,-2,-1,8,-2
Cc1c(Cc2ccccc2)c(=O)n2c([nH]c3ccccc32)c1C#N,33,8,-8,2,10,5,5,-10,-1
COc1cc(OC)c(C(=O)OCC(=O)N2CC(=O)Nc3ccccc32)cc1OC,-0.3,-1,0,-5,1,0,8,5,10
O=C(COC(=O)c1ccccc1Nc1ccccc1)c1ccccc1,-1.3,0,-5,-18,1,-14,-9,-3,-1
COc1ccccc1C(=O)Nc1ccc2c(c1)nc(CN1CCN(C(C)=O)CC1)n2C,-0.6,2,7,6,1,27*,6,-2,-6
COc1ccc([C@@H]2[C@@H]3C(=O)N(C(C)(C)C)C(=O)[C@@H]3[C@]3(C)C(=O)N(c4cccc(Cl)c4)C(=O)N23)cc1,-0.8,1,2,0,1,2,6,7,3
COc1ccc(S(=O)(=O)N2CCC(N3CCN(Cc4ccccc4)CC3)CC2)cc1,2.3,-11,-19,84*,1,46*,45*,-15,-35
Cc1cccc(NC(=S)NCc2ccccc2)c1C,-6.8,-11,-3,-19,0,-12,-1,0,18
Cc1ccc(Cc2nnc(SCC(=O)Nc3ccccc3Cl)[nH]c2=O)cc1,2.0,3,4,-1,1,-9,4,-7,-2
C#Cc1ccc(C(=O)Nc2cc(C(N)=O)ccc2N2CCOCC2)cc1,0.6,-2,14,-12,3,-16,-3,-10,9
O=C1CN(C(=O)COC(=O)CNC(=O)c2ccc(Br)o2)c2ccccc2N1,-1.6,-1,4,-9,0,-3,-1,2,9
CC(=O)Nc1ccc(-c2nnn(CC(=O)Nc3ccc4c(c3)OCO4)n2)cc1Cl,-1.5,-1,-1,2,1,-2,-2,2,3
COc1cc(CN(C)Cc2ccccc2)cc(OC)c1O,-1.9,-6,4,4,1,-3,4,7,-2
O=C(c1ccco1)N1CCN(S(=O)(=O)c2ccc([N+](=O)[O-])cc2)CC1,-1.8,-6,2,-8,1,-18,-10,-8,0
COc1ccc(NC(=O)CSc2nc(N)c3cc4c(nc3n2)CCCC4)cc1,-1.2,1,-2,-6,0,-5,-4,1,1
CCS(=O)(=O)C1=NSC2=NC(=O)/C(=C\c3ccc(OC(=O)c4ccco4)c(OC)c3)C(=N)N21,4.4,1,3,-2,0,3,-8,6,4
Cc1csc(NC(=O)c2oc3ccccc3c2C)n1,0.5,0,9,-6,3,-5,2,3,5
CC1(C)C(=O)NCCN1C(=O)CC1C(=O)NCCN1CC(c1ccccc1)c1ccccc1 (stereo not drawn),-0.8,-11,-1,15,0,-4,5,3,0
CC(C)/C=C/C(=O)N1CCC(N2CCC(C(=O)N3CCOCC3)CC2)CC1,1.9,-2,-6,14,1,7,10,-4,-10
CCOC(=O)c1ccc(NC(=O)CSc2ccc(-c3cccnc3)nn2)cc1,0.0,3,-13,2,16,0,2,-7,3
O=C(NCCc1ccccc1Cl)C1CCC(=O)N(C2CCCCCC2)C1 (stereo not drawn),0.0,-1,4,-13,2,8,-8,6,10
CC(C)n1nccc1N(Cc1ccc(C#N)cc1)S(=O)(=O)c1ccccc1,-0.3,-3,-5,-4,0,-5,10,-3,7
CN(Cc1ccccc1)C(=O)C1CCCN(Cc2ccc(Cl)cc2)C1 (stereo not drawn),3.5,-7,-1,5,2,-2,-3,-16,-6
C=CCC1(N(C(C)=O)c2ccccc2)CCCCC1,2.2,-1,-2,-8,0,5,-1,-2,9
COc1cccc(C(NC(C)=O)c2nc(-c3cccc(C(=O)O)c3)cs2)c1 (stereo not drawn),x,1,0,-8,1,-16,-1,-3,3
COc1ccc(NC(=O)COc2nc(N(C)C)nc(N(C)C)n2)cc1,0.7,1,-6,3,1,5,10,-12,5
CC1(C(=O)NCC2CCCCC2)CCN1C(=O)Cc1ccc(-c2ccccc2)cc1 (stereo not drawn),x,2,-8,0,9,5,1,-7,-2
CCOC(CNC(=O)CCc1c(C)nc2ncnn2c1C)OCC,-1.3,1,5,1,1,1,-9,3,6
CC(=O)Nc1ccc(S(=O)(=O)N[C@@H](C)C(=O)N2CCN(C/C=C/c3ccccc3)CC2)cc1,0.1,-7,13,-11,1,-12,5,2,23
CCC1(C)CN=C(c2ccccc2)NC1 (stereo not drawn),3.2,-9,-2,-8,0,-10,2,8,2
Cc1ccc2[nH]nc(C(=O)N3CCCC(C(=O)c4ccc(Cl)cc4)C3)c2c1 (stereo not drawn),0.5,8,-13,18,13,6,3,-11,-16
